Assay outcomes: PubChem, National Center for Advancing Translational Sciences (NCATS)
BRCA1 expr act – BRCA1 expression activation; 380,000 tested, 1.1% active; MCF7-BRCA1-FFLuc reporter, luminescence, 48 h; response scale: scaled: vehicle 0%, 10 µM genistein 100%; AID 624202; Potency, µM (doses to about 46.1 µM), inactives show top-dose activation, actives largely listed as activators; further: potency means the concentration at half of the fitted maximal effect; nearly all actives have a fitted effect of over 80% in size; some results filed as inactive show a strong effect at the top dose
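MCF7 cells carrying a BRCA1-firefly luciferase reporter (2000 cells/well, phenol-red free MEM) were attached for 2 h at 37 °C, then given compounds for 48 h. Luminescence was read 15 min after luciferase reagent; activity normalized to genistein (10 microM) and DMSO.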
B2AR arrestin – beta2AR (human) beta-arrestin recruitment activity; beta-arrestin recruitment to beta2AR, cell-based reporter; P07550; AID 492947; Potency, µM (titrated, usually from 46.1 µM), without a hit: at the top dose activation, actives largely listed as activators; 330,000 tested, 0.02% active;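 further: potency means the concentration at half of the fitted maximal effect; 0% = DMSO controls and full agonism = EC100 isoproterenol or metaproterenol; nearly all actives have a fitted effect of over 65% in size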
TCR activator – activates T cell receptor signaling; 330,000 tested, under 10 active; AID 504894; primary human leukocytes, anti-CD3, IL-2 HTRF, 48 h; Potency, µM (titrated, usually from 9.22 µM), without a hit: top-dose activation of IL-2 secretion, usual class: activators; further: % of control where 0% means no effect
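Primary human leukocytes incubated 48 hr with anti-CD3 beads plus compound, without co-stimulation. Secreted IL-2 measured by HTRF (europium cryptate/d2 anti-IL-2 pair, 320 nm excitation, 665 nm emission).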
ELG1 DNA repair – ELG1-dependent DNA repair inhibition | HEK293T ELG1-luciferase reporter, luminescence, 16 h; DNA damage induced by 5-fluorouridine | Potency, µM (series often up to 46.1 µM), for the others: top-dose activity change, negative = inhibition, usual class: inhibitors | 330,000 tested, 2.3% active; further: potency means the concentration at half of the fitted maximal effect; on the % scale 0 is the no-effect control and ±100 the full control effect; nearly all actives have a fitted effect of over 55% in size
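Luminescence from the luciferase reporter, measured 30 min after ONE-Glo reagent at room temperature, was the read-out. Beforehand, 2,000 cells per well were exposed for 16 hr at 37 °C to 5-fluorouridine together with compound or vehicle.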
MLL CXXC-DNA inh – inhibitors of human MLL CXXC domain-DNA interaction. Q03164. MLL-CXXC / FITC-HOXA9 DNA fluorescence polarization. Potency, µM (top dose mostly 115 µM), without a hit: at the highest dose activity change, negative = inhibition, usual class: inhibitors. 290,000 tested, 0.037% active. AID 2662; active means well fitted inhibition curve with a large enough effect in the polarisation, with a control signal flat, not every such curve was filed as active; inconclusive means small, poorly fitted or top-dose-only effect, or effect the other way, or a change in a side signal; inactive means no such curve, though single readings can be large or run the other way; the % refers to the polarisation; further: potency means the concentration at half of the fitted maximal effect
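Purified MLL-CXXC (added from a 7 uM solution) was preincubated 5 min at ambient with pinned compounds in 50 mM Tris-HCl pH 7.5, 50 mM NaCl, 1 mM DTT, 0.05% BSA. Fluorescein-labeled HOX-A9 DNA (50 nM solution) followed, 30 min, then polarization read.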
TRPV1 agonist – human TRPV1 agonism; TRPV1-expressing cells, Fluo-8 calcium influx, agonist mode; activation, % at 8.33 µM; 320,000 tested, 0.19% active; in the data active means activation above about 80%; inconclusive means between about 30% and that limit; further: 0% is about no effect
Target sequence (Q8NER1 whole entry, looked up): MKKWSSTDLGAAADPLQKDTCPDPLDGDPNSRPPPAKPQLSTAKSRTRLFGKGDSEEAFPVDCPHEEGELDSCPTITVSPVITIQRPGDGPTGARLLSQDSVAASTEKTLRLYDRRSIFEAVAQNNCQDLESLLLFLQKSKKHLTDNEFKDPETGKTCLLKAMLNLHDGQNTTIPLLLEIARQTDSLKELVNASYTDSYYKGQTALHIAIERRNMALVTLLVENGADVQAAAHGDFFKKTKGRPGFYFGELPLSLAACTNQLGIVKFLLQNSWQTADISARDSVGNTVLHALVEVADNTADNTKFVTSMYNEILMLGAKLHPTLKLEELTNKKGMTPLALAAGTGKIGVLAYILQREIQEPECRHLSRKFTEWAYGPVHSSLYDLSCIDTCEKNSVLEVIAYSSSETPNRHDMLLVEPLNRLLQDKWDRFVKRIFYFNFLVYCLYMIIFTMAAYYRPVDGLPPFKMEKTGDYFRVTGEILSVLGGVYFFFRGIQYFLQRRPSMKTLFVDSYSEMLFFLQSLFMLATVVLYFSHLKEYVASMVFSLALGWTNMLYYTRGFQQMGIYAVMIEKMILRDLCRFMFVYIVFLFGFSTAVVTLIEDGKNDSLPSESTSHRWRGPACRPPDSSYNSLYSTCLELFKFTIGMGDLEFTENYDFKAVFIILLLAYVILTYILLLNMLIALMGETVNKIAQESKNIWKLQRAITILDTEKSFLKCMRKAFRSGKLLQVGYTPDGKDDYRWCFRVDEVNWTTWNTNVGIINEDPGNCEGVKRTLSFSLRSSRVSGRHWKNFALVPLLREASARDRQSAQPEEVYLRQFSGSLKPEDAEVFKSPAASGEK
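Cells expressing TRPV1 were dye-loaded with Fluo-8 and read kinetically: 10 s baseline, 3 min after compound (agonist portion), then 2 min after EC20 capsaicin (allosteric enhancer portion). Calcium-bound dye fluorescence at 480/520 nm.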
a7 integrin act – integrin-mediated muscular dystrophy alleviation activation; AID 624291; Potency, µM (doses to about 38.3 µM), for inactives: at the highest dose activation, usual class: activators; alpha7betagal myoblasts, beta-gal FDG fluorescence, 48 h; 350,000 tested, 0.064% active;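 further: potency means the concentration at half of the fitted maximal effect; 100% = response of the positive control SU9516; nearly all actives have a fitted effect of over 60% in size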
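alpha7betagal+/- myoblasts (passage 13, 250/well) treated 48 h at 37C with compounds at 1:260 dilution of DMSO stock. Lysed, then beta-galactosidase activity read as FDG fluorescence (ex 480/em 540) after 30 min, with pre-read for autofluorescence.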
PTAP TSG101 blk – blocks PTAP/TSG101 interaction to inhibit HIV-1 budding; Fluorescence polarization, FITC-PTAP peptide / Tsg101 binding; 340,000 tested, under 10 active; Potency, µM (series often up to 115 µM), without a hit: at the top dose activity change, negative = inhibition, usual class: inhibitors; AID 493005; active means well fitted inhibition curve with a large enough effect in the main read-out, with a control signal flat, not every such curve was filed as active; inconclusive means small, poorly fitted or top-dose-only effect, or effect the other way, or a change in a side signal; inactive means no such curve, though single readings can be large or run the other way; further: potency means the concentration at half of the fitted maximal effect; % of control where 0% means no effect
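Steps: Tsg101 binding domain dispensed (10 uM final), compounds pinned in DMSO, FITC-labeled PTAP-motif peptide added (50 nM final); after 20 min binding at room temperature, polarization measured.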
p53 reactivation – restores transcriptional activity of mutant p53 | H1299 p53-A138V BP100-luciferase reporter, luminescence, 24 h | Potency, µM (titrated, usually from 92.2 µM), without a hit: top-dose activity change, positive = activation, most hits filed as activators | 320,000 tested, 0.063% active; further: potency means the concentration at half of the fitted maximal effect; % of control where 0% means no effect; nearly all actives have a fitted effect of over 45% in size
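p53-null H1299 cells stably carrying temperature-sensitive p53-A138V and a BP100-luciferase reporter were pinned with compounds (4-point, 1:5 series) and held 24 hrs at 37 deg C. Luminescence was read 10 min after detection reagent.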
AT treatment – potential ataxia-telangiectasia treatment. Potency, µM (highest dose often 57.5 µM), for the others: at the highest dose activation, hits mostly activators. 320,000 tested, 0.19% active. […] A-T fibroblasts, KAP-1 phosphorylation AlphaLISA; neocarzinostatin DNA damage 30 min before lysis. AID 485349; further: potency means the concentration at half of the fitted maximal effect; % of control where 0% means no effect; nearly all actives have a fitted effect of over 45% in size
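ATM-like activity read as KAP-1 phosphorylation via AlphaLISA donor/acceptor antibody pairs after lysis and 6 hr at 25C. Cells were ATM-null patient fibroblasts ([…], hTERT), dosed 60 min, then exposed to the DSB inducer NCS for 30 min.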
Active calls of the source: *; & = joins results of further samples; [ ] = another dose, or the depositor's remark. Unless noted, the call rests on the fitted dose curve; in most records, active means well fitted curve in the direction sought with a large enough effect; inconclusive means small, poorly fitted or top-dose-only effect, or another doubt; inactive means no such curve, though single readings can be large; an effect the other way counts as inactive or inconclusive.

For NC(=O)C1CCN(CC(=O)Nc2ccccc2Sc2ccc(Cl)cc2)CC1 the results were BRCA1 expr act -39%, B2AR arrestin 9.1%, TCR activator -5%[46.1 µM], ELG1 DNA repair -16%, MLL CXXC-DNA inh 5%, TRPV1 agonist inconclusive, a7 integrin act inconclusive, PTAP TSG101 blk 0%, p53 reactivation -21% and AT treatment 2%.
COC(=O)CNc1nc(-c2ccccc2F)nc2ccccc12 was read as BRCA1 expr act -37%, B2AR arrestin 4.8%, TCR activator 7%, ELG1 DNA repair inconclusive, MLL CXXC-DNA inh 2%, TRPV1 agonist 1, a7 integrin act -18%, PTAP TSG101 blk -4%, p53 reactivation -24% and AT treatment 3%.
Screening Brc1ccc(OCc2nnnn2-c2ccccc2)cc1 returned BRCA1 expr act 3%, B2AR arrestin -0.2%, TCR activator -11%, ELG1 DNA repair 6%, MLL CXXC-DNA inh inconclusive, TRPV1 agonist 16, a7 integrin act -29%, PTAP TSG101 blk -1%, p53 reactivation -2% and AT treatment 7%.
`CCc1ccc(OCCNC(=O)c2cccs2)cc1` gave BRCA1 expr act 13%, B2AR arrestin 0.2%, TCR activator -10%, ELG1 DNA repair 10%, MLL CXXC-DNA inh 9%, TRPV1 agonist 2, a7 integrin act 9%, PTAP TSG101 blk -1%, p53 reactivation 2% and AT treatment 1%.
`CCCOC(=O)CC1C(=O)NCCN1Cc1cc(OC)cc(OC)c1` (stereo not given) gave BRCA1 expr act 2%, B2AR arrestin 0.1%, ELG1 DNA repair 15%, MLL CXXC-DNA inh -5%, TRPV1 agonist 0, a7 integrin act -9%, PTAP TSG101 blk 0%, p53 reactivation 3% and AT treatment 2%[11.5 µM].
`CCOc1ccc(OCCC(=O)OCC(=O)Nc2ccc(C)c(S(=O)(=O)N3CCCCC3)c2)cc1` gave BRCA1 expr act -8%, B2AR arrestin -0.5%, TCR activator -2%, ELG1 DNA repair 3%, TRPV1 agonist 2, a7 integrin act -18%, PTAP TSG101 blk -2%, p53 reactivation -2% and AT treatment 1%.
CC1=C(C(=O)OC2CCCCCCC2)C(c2ccc(O)cc2)NC(=O)N1 (stereo not given) was read as BRCA1 expr act 10%, B2AR arrestin 2.6%, TCR activator 2%, ELG1 DNA repair -10%, MLL CXXC-DNA inh 1%, a7 integrin act 0%, PTAP TSG101 blk -3%, p53 reactivation -12% and AT treatment 3%.
`CCOC(=O)c1nn(-c2ccc(F)cc2)c2c1CC/C2=C/c1ccccc1` gave BRCA1 expr act -4%, B2AR arrestin 0.0%, TCR activator -2%[46.1 µM], ELG1 DNA repair 11%, MLL CXXC-DNA inh -4%, TRPV1 agonist 6, a7 integrin act 0%, PTAP TSG101 blk -6%, p53 reactivation -22% and AT treatment 0%.
For O=C(CC1COc2ccccc2O1)NCCc1ccccc1 (stereo not given) the results were BRCA1 expr act 24%, B2AR arrestin -0.7%, TCR activator -4%, ELG1 DNA repair 7%, MLL CXXC-DNA inh 1%, TRPV1 agonist 20, a7 integrin act -6%, PTAP TSG101 blk -5%, p53 reactivation 7% and AT treatment 6%.
`c1ccc(-c2cc(-c3ccccc3)ncn2)cc1` gave BRCA1 expr act 39%, TCR activator -6%, a7 integrin act -13% and PTAP TSG101 blk -1%.
`CC(=O)NC(C)c1nc2ccccc2n1CC(=O)N1C(C)CCCC1C` (stereo not given) gave BRCA1 expr act -8%, B2AR arrestin 0.3%, TCR activator 2%, ELG1 DNA repair 5%, MLL CXXC-DNA inh 2%, TRPV1 agonist -1, a7 integrin act -11%, PTAP TSG101 blk 1%, p53 reactivation 0% and AT treatment 12%.
Screening O=C(O)C1CC=CCC1C(=O)NC1CCCCC1 (stereo not given) returned BRCA1 expr act -1%, B2AR arrestin 0.1%, TCR activator -10%, ELG1 DNA repair -7%, MLL CXXC-DNA inh -9%, TRPV1 agonist -2, a7 integrin act 1%, PTAP TSG101 blk -3%, p53 reactivation 0% and AT treatment 1%.
Screening O=C(NC(=S)Nc1ccc2c(c1)C(=O)c1ccccc1C2=O)c1ccc(F)cc1 returned B2AR arrestin 0.4%, TCR activator -9%[46.1 µM], ELG1 DNA repair inconclusive, MLL CXXC-DNA inh -1%, TRPV1 agonist 2, p53 reactivation inconclusive and AT treatment 4%.
Screening Cc1ccc(CN(C)C(=O)COC(=O)CSc2ccc(C(N)=O)cc2[N+](=O)[O-])cc1 returned BRCA1 expr act 6%, B2AR arrestin 0.0%, TCR activator 11%, ELG1 DNA repair 13%, TRPV1 agonist -3, a7 integrin act 21%, PTAP TSG101 blk 0%, p53 reactivation -4% and AT treatment 0%.
`O=C1NC[C@H](c2ccccc2)OC(=O)[C@@H](Cc2ccc(F)cc2)CC/C=C/C[C@@H]1CC(=O)N(CCO)Cc1ccccc1` gave BRCA1 expr act -34%, B2AR arrestin -0.1%, TCR activator 0%, ELG1 DNA repair 23µM*, a7 integrin act -30%, PTAP TSG101 blk -1%, p53 reactivation 2% and AT treatment 5%.
For CC(C)(CCl)C(=O)Nc1ccnc(-c2ccncc2)n1 the results were BRCA1 expr act 0%, B2AR arrestin 3.1%, TCR activator 1%, ELG1 DNA repair 2%, MLL CXXC-DNA inh -8%, TRPV1 agonist -7, a7 integrin act 2%, PTAP TSG101 blk 1%, p53 reactivation 1% and AT treatment inconclusive.
O=c1ccc2ccc(O[C@@H]3O[C@H](CO[C@@H]4OC[C@](O)(CO)[C@H]4O)[C@@H](O)[C@H](O)[C@H]3O)cc2o1 was read as BRCA1 expr act 0%, B2AR arrestin 0.0%, TCR activator 1%, ELG1 DNA repair inconclusive, TRPV1 agonist 3, a7 integrin act 25%, PTAP TSG101 blk -1%, p53 reactivation -11% and AT treatment 11%.
Screening COc1ccc(N2CC(C(=O)Nc3cccc(C)n3)CC2=O)cc1 (stereo not given) returned BRCA1 expr act 7%, B2AR arrestin -0.5%, TCR activator -5%, ELG1 DNA repair -8%, MLL CXXC-DNA inh -3%, TRPV1 agonist 1, a7 integrin act -5%, PTAP TSG101 blk 1%, p53 reactivation -5% and AT treatment 20%.
`Cn1cc(C(=O)N/N=C/C2=C(N3CCOCC3)C(=C/c3ccc([N+](=O)[O-])cc3)/CC2)ccc1=O` gave BRCA1 expr act 0%, TCR activator -2%, a7 integrin act 2% and PTAP TSG101 blk 0%.
O=C(C[n+]1cc(-c2ccc(F)cc2)n2c1CCC2)OCc1ccccc1 was read as BRCA1 expr act -2%, B2AR arrestin -1.1%, TCR activator 3%[46.1 µM], ELG1 DNA repair 1%, MLL CXXC-DNA inh -1%, TRPV1 agonist -1, a7 integrin act 19%, PTAP TSG101 blk -1%, p53 reactivation -11% and AT treatment 1%.
Cc1ccc(S(=O)(=O)N2CCN(S(=O)(=O)c3c(C)n[nH]c3C)CC2)cc1C was read as BRCA1 expr act 5%, B2AR arrestin -0.3%, TCR activator 11%, ELG1 DNA repair 21%, TRPV1 agonist 1, a7 integrin act 2%, PTAP TSG101 blk -2%, p53 reactivation -8% and AT treatment -1%.
CC(=O)c1cn(-c2ccc(Cl)cc2)c(=O)[nH]c1=O was read as BRCA1 expr act 2%, B2AR arrestin 0.5%, TCR activator -5%, ELG1 DNA repair 2%, MLL CXXC-DNA inh inconclusive, TRPV1 agonist 2, a7 integrin act 19%, PTAP TSG101 blk -1%, p53 reactivation 3% and AT treatment -27%.
For Cc1cccc(Nc2nnc(SC(C)C(=O)NC3CC3)s2)c1 (stereo not given) the results were BRCA1 expr act -5%, B2AR arrestin -3.6%, TCR activator -1%, ELG1 DNA repair inconclusive, TRPV1 agonist -6, a7 integrin act -31%, PTAP TSG101 blk -6%, p53 reactivation -4% and AT treatment 0%.
Screening O=C(CSc1nnc(CCc2nc3ccccc3[nH]2)n1-c1ccccc1)NCc1ccccc1 returned BRCA1 expr act -6%, B2AR arrestin 0.0%, TCR activator -5%[46.1 µM], ELG1 DNA repair -9%, MLL CXXC-DNA inh 1%, TRPV1 agonist -1, a7 integrin act -16%, PTAP TSG101 blk -1%, p53 reactivation -4% and AT treatment 3%.
O=C(NCCc1csc(-c2cccnc2)n1)c1cccc(Cl)c1 was read as BRCA1 expr act 4%&4%, B2AR arrestin -0.2%, TCR activator 3%, ELG1 DNA repair inconclusive, MLL CXXC-DNA inh -10%, TRPV1 agonist 19, a7 integrin act 4%, PTAP TSG101 blk -6%, p53 reactivation -1% and AT treatment 21%.
`O=C(CNS(=O)(=O)c1ccccc1)N1CCN(c2ccccc2)CC1` gave BRCA1 expr act 8%, B2AR arrestin -0.2%, TCR activator -9%, ELG1 DNA repair 23%, MLL CXXC-DNA inh -1%, TRPV1 agonist -1, a7 integrin act 9%, PTAP TSG101 blk -3%, p53 reactivation 10% and AT treatment -1%.

Outcome played no part in choosing rows; any-hit rate near 3.8%.
